SRC1 inh: human NCOA1 inhibition | Q15788 | HEK293 GAL4-SRC1 luciferase reporter, luminescence | inhibition, % at 3.6 µM | hit rate 0.12% among 360,000;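 active means inhibition above the campaign mean plus 3 SD, with each screening campaign given its own cutoff, cut at about 60% in these data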;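 further: 0% = DMSO treated cells and 100% = gossypol at 36 µM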
ABHD5-PLIN5 inh: ABHD5-PLIN5 protein interaction inhibition; Q00G26+Q8WTS1; hit rate 0.78% among 360,000; Split G. princeps luciferase complementation, luminescence, 4 h; inhibition, % at 4 µM; AID 602281;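 active means inhibition above the mean inhibition across every tested compound plus 3 SD, cut at about 22% in these data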;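 further: 0% = DMSO only wells and the 100% control is not disclosed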
Target sequence (Q00G26 whole entry, looked up): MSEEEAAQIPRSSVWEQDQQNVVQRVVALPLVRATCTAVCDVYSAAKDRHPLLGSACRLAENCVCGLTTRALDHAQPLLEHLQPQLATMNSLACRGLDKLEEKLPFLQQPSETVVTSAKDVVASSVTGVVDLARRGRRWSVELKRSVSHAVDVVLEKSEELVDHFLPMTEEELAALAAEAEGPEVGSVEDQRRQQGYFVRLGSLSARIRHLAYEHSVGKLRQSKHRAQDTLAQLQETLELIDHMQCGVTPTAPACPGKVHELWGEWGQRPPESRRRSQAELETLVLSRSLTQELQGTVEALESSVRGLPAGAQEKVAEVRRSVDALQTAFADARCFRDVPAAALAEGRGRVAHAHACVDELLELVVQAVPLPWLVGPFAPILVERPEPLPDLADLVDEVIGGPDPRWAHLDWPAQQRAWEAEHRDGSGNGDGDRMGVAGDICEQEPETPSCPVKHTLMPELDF
Target sequence (Q8WTS1 whole entry, looked up): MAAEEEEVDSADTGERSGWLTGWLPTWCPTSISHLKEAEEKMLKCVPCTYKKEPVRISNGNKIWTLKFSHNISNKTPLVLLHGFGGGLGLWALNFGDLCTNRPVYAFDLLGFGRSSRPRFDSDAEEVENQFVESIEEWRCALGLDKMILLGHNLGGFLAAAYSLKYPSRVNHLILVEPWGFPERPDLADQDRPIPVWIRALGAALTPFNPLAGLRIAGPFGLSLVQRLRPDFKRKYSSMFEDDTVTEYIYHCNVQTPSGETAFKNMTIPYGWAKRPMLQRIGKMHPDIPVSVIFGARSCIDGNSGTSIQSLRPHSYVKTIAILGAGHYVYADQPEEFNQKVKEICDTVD
TROY NFkB inh: inhibitors of TROY-dependent NF-kB signaling | Q293 LMP1-TROYcd NF-kB luciferase reporter, 4 h | inhibition, % at 10 µM | hit rate 0.98% among 360,000 | AID 1347056;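 active means compounds whose plate-normalised and pattern-corrected inhibition of the luciferase reporter signal at the single screening dose is 50% or more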
NR2F2 inh: NR2F2 (human) inhibition, primary screen. P24468. HEK293T NGFI-A luciferase reporter, luminescence. inhibition, % at 8.6 µM. hit rate 0.7% among 370,000;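 active means inhibition above a per-plate cutoff, mean inhibition of test wells between control levels plus 3 SD, cut at about 38% in these data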;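 further: cells cotransfected with COUP-TFII expression vector driving the NGFI-A reporter; 0% = median of COUP-TF2 test wells and 100% = reporter-only cells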
NR5A2 inv ag: inverse agonists of human LRH-1 (NR5A2); O00482; inhibition, % at 3.6 µM; HEK293T StAR-luciferase reporter, LRH-1 transfected, 24 h; hit rate 0.13% among 360,000; AID 602396;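 active means inhibition above the mean inhibition of all tested compounds plus 3 SD, cut at about 73% in these data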;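 further: 0% = DMSO wells and 100% = reporter-only cells lacking LRH-1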
TLR9-MyD88 inh: TLR9-MyD88 interaction inhibition; AID 504734; inhibition, % at 4.98 µM; Q9NR96+Q99836; CHO BLA complementation TLR9-MyD88, CCF4 FRET ratio; hit rate 0.21% among 340,000;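 active means inhibition above the mean over all tested compounds plus 3 SD, cut at about 21% in these data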;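 further: 0% = DMSO only wells and 100% = clavulanate BLA inhibitor control wells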
NCOA3 inh: inhibitors of human steroid receptor coactivator 3 (SRC3) | HEK293 GAL4-SRC3 luciferase reporter, luminescence | inhibition, % at 3.6 µM | Q9Y6Q9 | hit rate 0.17% among 360,000;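 active means inhibition above a per-campaign cutoff, the mean of all compounds plus 3 SD, cut at about 60% in these data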;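 further: 0% = DMSO-treated cells and 100% = gossypol-treated cells at 36 µM; higher means less SRC3-driven luciferase light from the GAL4 reporter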
NCOA2 inhibitor: human SRC2 (NCOA2) inhibition; Q15596; HEK293 GAL4-SRC2 luciferase reporter, luminescence; inhibition, % at 9 µM; hit rate 0.17% among 370,000; AID 651957;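 active means inhibition above the mean inhibition of all tested compounds plus 3 SD, set per campaign, cut at about 52% in these data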;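 further: 0% = DMSO treated cells and 100% = cells given Gossypol at 36 µM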
TWEAK-Fn14 inh: TWEAK-Fn14 signaling inhibition. TWEAK-stimulated Fn14 reporter cells, luciferase luminescence, 8 h. inhibition, % at 10 µM. hit rate 2% among 360,000. AID 1159606; in the data active means inhibition above about 50%
NOD2-RIPK2 inh: NOD2-RIPK2 protein interaction inhibition; hit rate 0.38% among 360,000; CHO BLA complementation NOD2-RIPK2, CCF4 ratio; AID 624267; inhibition, % at 4.98 µM; O43353; in the data active means inhibition above about 21%;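 further: 0% = vehicle only and 100% = reference blocker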
Exocytosis inh: blocks lytic granule exocytosis; TALL-104 LAMP-1 surface exposure, flow cytometry; cells stimulated with thapsigargin and PMA; inhibition, % at 10 µM; hit rate 0.66% among 360,000; AID 651702;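 active means inhibition above about 55%, limit read from the data; inconclusive means no clear call, values can overlap the other calls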
The depositor's hits bear a star; ? = inconclusive; / = no result given.

SMILES | SRC1 inh | ABHD5-PLIN5 inh | TROY NFkB inh | NR2F2 inh | NR5A2 inv ag | TLR9-MyD88 inh | NCOA3 inh | NCOA2 inhibitor | TWEAK-Fn14 inh | NOD2-RIPK2 inh | Exocytosis inh
Cc1nonc1CC(=O)N1CCc2c([nH]c3ccccc23)C1c1ccccc1F (stereo not given) | -17 | 4 | -5 | 4 | 16 | 4 | -15 | -21 | 1 | 0 | -1
CC(NC(=O)CN1CCOCC1)c1ccc(F)cc1 (stereo not given) | -15 | -3 | -4 | -2 | -3 | 7 | 6 | -26 | 31 | -1 | -2
COc1cc(CNc2ccc3[nH]c(=O)[nH]c3c2)ccc1OCc1ccc(F)cc1 | -47 | -2 | -51 | 14 | -15 | -12 | -17 | 17 | 1 | 1 | 18
COC(=O)CSc1nnc(-c2ccccc2OC)n1-c1ccc(C)cc1 | 6 | 3 | 2 | 8 | 4 | -2 | -17 | 14 | 13 | 5 | 0
CC(=O)Oc1ccc(N2C(=O)C3C4C=CC(O4)C3C2=O)cc1 (stereo not given) | -54 | 10 | -18 | 15 | 3 | -7 | -3 | 10 | -6 | 9 | 25
CCOc1ccc(NC(=O)CN(C)C(=O)c2cccc(S(=O)(=O)N3CCN(C)CC3)c2)cc1OCC | 3 | -3 | -4 | 3 | -4 | -4 | 14 | -28 | 9 | 0 | 2
C[C@H](O)[C@@H]1C(=O)N2CCc3c([nH]c4ccccc34)[C@@H]2C[C@@H]1N(C)C(=O)Nc1cccc2ccccc12 | -18 | -3 | 48 | 1 | 9 | / | 7 | -18 | 43 | 1 | 21
O=C1CN(C(=O)c2cnccn2)c2ccccc2N1 | -6 | -3 | 3 | -4 | -4 | 3 | -3 | -8 | 9 | 7 | -1
COc1ccc(Cl)cc1NC(=O)COc1ccc(S(=O)(=O)N2CCOCC2)cc1C | 2 | -4 | 13 | -15 | -7 | -2 | 3 | 4 | -57 | -19 | 3
CC1CC(C)CN(CCCNC(=O)C2CCCN(S(=O)(=O)N3CC(C)CC(C)C3)C2)C1 (stereo not given) | 14 | 9 | 14 | 16 | 6 | 1 | -5 | -4 | 18 | -10 | -3
CCCCCNC(=O)c1ccccc1SC | -15 | 0 | 23 | -3 | 3 | 8 | 7 | 10 | -7 | -4 | -4
Cc1ccccc1Cn1c(=N)n(CC(=O)c2ccco2)c2ccccc21 | 8 | 14 | 9 | -10 | 5 | 3 | 17 | 17 | -2 | 9 | -3
CCCS(=O)(=O)c1c(S(=O)(=O)CCC)c2c(C(N)=O)cccn2c1C(=O)c1ccc(F)cc1 | 9 | 3 | 8 | 0 | 3 | 2 | 11 | -1 | 6 | -5 | -3
COC(=O)C(NC(=O)c1ccccc1)(Nc1cc(C)cc(C)n1)C(F)(F)F (stereo not given) | -16 | -2 | 11 | 20 | -4 | -5 | 3 | 12 | -13 | -4 | 4
CCOC(=O)CSc1nnc(NC(=O)NC(C)C)s1 | 7 | 3 | -4 | 1 | 9 | 3 | 6 | -10 | -6 | -10 | -1
O=C(O)CC(CC(=O)N1CCOCC1)c1ccccc1 (stereo not given) | -6 | -3 | 11 | 3 | 6 | 6 | -4 | 14 | 9 | -1 | -5
CC(=O)N(Cc1ccccc1)C1CC(=O)N(Cc2ccccc2)C1=O (stereo not given) | -8 | 2 | -15 | 3 | 4 | 0 | -15 | -14 | 7 | 4 | -13
Cc1occc1-c1n[nH]c(=S)n1C | -26 | 4 | 5 | 0 | 1 | 0 | 14 | -26 | 2 | 6 | -2
CC(C)n1c(SCC(=O)Nc2ccccc2)nc2c1c(=O)[nH]c(=O)n2C | -21 | 4 | 13 | 2 | -1 | 0 | 14 | -1 | 11 | -11 | 2
CN(CC(=O)Nc1cccc(F)c1)C(=O)CCNC(=O)c1ccco1 | -9 | 9 | -5 | -1 | -12 | -7 | -18 | -21 | 10 | -5 | -2
Cc1cccc(/C(N)=N/OC(=O)c2ccncc2)c1 | -134 | -2 | -26 | -53 | -110 | -10 | -85 | -49 | 11 | -7 | 1
COc1ccc([N+](=O)[O-])cc1N(CC(=O)Nc1ccccc1C(=O)NC(C)C)S(C)(=O)=O | -6 | 0 | -11 | 3 | 16 | 10 | 13 | -19 | -2 | -7 | -2
CC(C)c1ccccc1NC(=O)COC(=O)Cc1c[nH]c2ccccc12 | 9 | 1 | 3 | 6 | 9 | -5 | 6 | -2 | -1 | 15 | -3
CC(=O)Nc1ccc(NC(=O)C2(C)Cc3c(-c4cccc(NC(C)=O)c4)ccnc3O2)cc1 (stereo not given) | -7 | 1 | 7 | -5 | 2 | / | 3 | 0 | -13 | -3 | -3
Cc1ccccc1N/N=C1\CCCNC1=O | -25 | -4 | 10 | 4 | 3 | -1 | 6 | 13 | -17 | 1 | 2
NC1=NN(c2ccccc2)C(=O)C1 | 0 | -49 | -24 | 1 | -39 | -1 | -3 | 18 | -10 | -9 | 14
COCCN(C(=O)COC(=O)c1cccnc1SC)c1c(N)n(Cc2ccccc2)c(=O)[nH]c1=O | -18 | 3 | -27 | 4 | 2 | 2 | 20 | -12 | -4 | 8 | -3
CCCNC(=O)NCCc1ccncc1 | -1 | -1 | 13 | 2 | -3 | 6 | -1 | -11 | 3 | 3 | 3
Cn1nc(Oc2ncc(C(F)(F)F)cc2Cl)cc1C(F)(F)F | -11 | 6 | 20 | 5 | 12 | -6 | -11 | -4 | 28 | -3 | -4
O=C(/C=C/c1ccco1)Nc1cccc(C(=O)Nc2ccccc2C(=O)O)c1 | -5 | 11 | 37 | 11 | -1 | -3 | 5 | -41 | 4 | -7 | 19
Cc1ccc(S(=O)(=O)c2nc(Nc3ccccc3C#N)sc2Cl)cc1 | -6 | -2 | 32 | 14 | 12 | -12 | 25 | 18 | -20 | -2 | 2
COc1cc(/C=C/C(=O)OCC(=O)NCCc2ccccc2)ccc1OC(F)F | -58 | 0 | -4 | -20 | 10 | -12 | -5 | -4 | -11 | -1 | -2
CCN(CC(=O)NCc1cccs1)C(=O)c1cccc(S(=O)(=O)NCc2ccccc2)c1 | -9 | 2 | -2 | -8 | 5 | 5 | 5 | -25 | 2 | 6 | 7
CC(C(=O)OCC(=O)Nc1ncc(Cl)cc1Cl)N1C(=O)c2ccccc2C1=O (stereo not given) | 2 | -1 | 1 | -17 | -22 | 3 | 1 | -8 | 5 | -2 | -2
Cc1cccc(COCC(CC(C)C)N2CCN(C(=O)c3ccc(C(C)(C)C)cc3)CCC2=O)c1 (stereo not given) | 10 | 1 | 36 | -8 | -21 | -11 | 21 | 13 | 36 | 11 | 66*
O=[N+]([O-])c1cc(C2Nc3cccc4cccc(c34)N2)ccc1Cl | 14 | 2 | -5 | 3 | 13 | 11 | 9 | -8 | -3 | -31 | 10
CN(C)c1cccc(C(=O)NCc2ccc3c(c2)OCO3)c1 | 3 | -4 | -44 | -6 | 8 | -4 | -24 | -1 | 7 | -9 | ?
O=[N+]([O-])c1ccc(Oc2c(F)c(F)nc(N3CCCC3)c2F)cc1 | 1 | -6 | / | -11 | 2 | 2 | 6 | -10 | 16 | -5 | -3
O=C(Nc1cccc(C(F)(F)F)c1)C1CCN(S(=O)(=O)c2cccnc2)CC1 | -14 | 0 | 0 | -7 | 0 | 8 | 15 | -11 | -8 | -1 | 4
C=CCNC(=S)Nc1sc2c(c1C(N)=O)CCCC2 | -32 | -6 | -17 | -15 | -23 | / | -7 | -2 | -3 | -14 | 6
C=CCNS(=O)(=O)c1ccc(OC)c(C)c1 | 8 | -9 | 7 | -6 | 4 | 1 | 3 | -9 | 2 | -12 | 7
CC(C)c1ccc(N(CC(=O)NC2CCCC2)C(=O)CCC(=O)Nc2ccccn2)cc1 | 7 | 5 | -6 | 0 | -2 | 3 | -7 | -1 | 11 | -10 | 4
O=C(c1ccc(Br)o1)N1CCN(CCOc2ccccc2)CC1 | 8 | 7 | 4 | 1 | -13 | 3 | -38 | -16 | 4 | -6 | -12
CCOC(=O)c1ccccc1NC(=O)COC(=O)c1ccc(C)c(S(=O)(=O)N2CCOCC2)c1 | -3 | -6 | -2 | -2 | 7 | 0 | 1 | -15 | -5 | -10 | -4
CC(Cc1ccccc1)N/C=C1/CC(=O)NC1=O (stereo not given) | -1 | 8 | -4 | 15 | 4 | 9 | -10 | 3 | 18 | -10 | -4
Cc1ccccc1CNC(=O)CCC(=O)N1Cc2ccccc2Oc2ncccc21 | -4 | -7 | -6 | -3 | -21 | -1 | 10 | 7 | 13 | -3 | -6
O=C(c1ccncc1)N(Cc1ccccc1)Cc1nc2ccccc2c(=O)[nH]1 | 1 | -1 | 7 | -13 | 1 | 0 | 0 | 7 | 4 | 1 | -4
O=C(COC(=O)c1cc(=O)c2ccccc2o1)Nc1c(F)c(F)c(F)c(F)c1F | -34 | -2 | 6 | -2 | 5 | 4 | -4 | -13 | 2 | 2 | 17
Cc1cc(C)cc(C(=O)Nc2ccc3[nH]c(=O)[nH]c3c2)c1 | -6 | -1 | -16 | 13 | -6 | -8 | -1 | -20 | 4 | -3 | -2
N#Cc1ccc(N)cc1OCCCN1CCCCC1 | -28 | 6 | 0 | -1 | -4 | -9 | 2 | -5 | -6 | 9 | -3
O=C(NCC1CCCO1)c1cc2c([nH]c3ccccc32)c(-c2ccc(F)cc2)n1 (stereo not given) | 1 | -4 | 5 | 15 | 42 | 0 | 29 | 18 | 51* | -16 | -4
O=C(/C=C/c1ccc(N2CCCCC2)c([N+](=O)[O-])c1)c1ccc(O)cc1 | -80 | 22* | 49 | -41 | -33 | 7 | -63 | -1 | 14 | -1 | -1
Cc1ccc(-n2nc(-c3ccco3)cc2C(=O)O)c(C)c1 | -39 | 31* | 3 | 1 | -9 | 2 | 18 | -2 | 13 | -9 | 1
Cc1cccc(Oc2ccc(NC(=O)C3CC=CCC3C(=O)O)cc2)c1 (stereo not given) | -30 | -1 | -19 | -1 | 13 | 4 | 8 | 16 | -2 | -3 | -4
Cc1cc(C)c(C(=O)C(C)OC(=O)c2ccc(Cl)nc2)cc1C (stereo not given) | 0 | -6 | 4 | -4 | 10 | -13 | 5 | 1 | -10 | -13 | -13
COc1ccc(C=C2SC(=S)N(CCCN3CCOCC3)C2=O)c(OC)c1 | 3 | -19 | -4 | -14 | -19 | 7 | -7 | 5 | -9 | 13 | -2
CCSc1nc(=S)n(-c2ccccc2)c(C)c1C(C)=O | 2 | 1 | 0 | 3 | 9 | -3 | 20 | 0 | 21 | -20 | -1
Cc1ccc(Cl)cc1NC(=O)c1ccccc1OCC(=O)N1CCOCC1 | 10 | 9 | 0 | 2 | 16 | -7 | 4 | -44 | -12 | 6 | 2

High-throughput results as filed in PubChem.

Not all compounds are listed, so the mix of outcomes need not match the whole.
